MEKK3 PB1 HTS: modulators of MEKK3-MEK5 PB1 binding, primary screen, biochemical, wildtype MEKK3, multiplex bead flow cytometry, Alexa488-MEK5; AID 1529, 2009; actives 1.4% (n = 290,000); Mitogen-activated protein kinase kinase kinase 3 (Homo sapiens), Q99759; bead-based flow cytometry, Alexa488-MEK5 binding to MEKK3; actives lie on both sides; 0 = blocked by unlabeled MEK5, 100 = vehicle; binding response (% of control), % at 10 µM;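 active means binding response more than 3 SD above or below the average of its plate-row segment, actives on both sides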;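 further: Alexa488 bead fluorescence after subtracting the streptavidin-only scavenger bead signal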
CRFBP-R2 agonist: agonists of CRF-BP/CRF-R2 complex, primary screen, cell-based, HEK293, calcium dye fluorescence, uHTS. CRF-binding protein / CRF receptor 2 complex (human). calcium dye fluorescence (FLIPR); percent of saturating CRF peptide response. activation, % at 13.2 µM. actives 0.46% (n = 350,000). AID 588473, 2011;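 active means activation of at least 50%, plus an integration ratio under a set limit after plate pattern correction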;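 further: plate controls were neutral control wells without compound for no effect and CRF at EC100 for full effect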
GalR3 antag: GalR3 antagonists in HEK293 cells, primary screen, cell-based, fluorescence readout; inhibition, % at 3 µM; HEK293 GalR3-CNG cAMP membrane potential fluorescence; galR3 body fused to GalR1 C-terminus; AID 651719, 2012; actives 0.44% (n = 360,000);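 active means inhibition above the screen-wide average plus 3 SD, cut at about 13% in these data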;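 further: forskolin and galanin both at EC90 stimulate the cells; cAMP rise reported by CNG channel membrane potential dye signal; 0% = forskolin plus galanin with DMSO and 100% = forskolin alone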
p-CIP stab down: p/CIP-EGFP fusion destabilizers, primary screen, fluorescence, F442A cells; decrease of EGFP signal, % at 10 µM; Q05BA5; 16 h; AID 1984, 2009; actives 0.01% (n = 290,000);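 active means EGFP signal decrease of at least 30% at 10 µM or well 3 SD below plate mean, unless failing retest; inactive means the rest, including hits failing retest or dose response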; further: some compounds called inactive have numbers as strong as hits; many of its hits are not listed in these tables
CHRM4 PAM: human M4 muscarinic receptor positive allosteric modulators, primary screen, CHO-K1 cells, Fluo-8 calcium fluorescence; Muscarinic acetylcholine receptor M4 (Homo sapiens), P08173; CHO-K1 hM4/Gqi5, ACh EC20; 0% = ACh EC20, 100% = maximal ACh; activation, % at 3 µM; actives 0.4% (n = 360,000); AID 624126, 2012;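 active means activation above its plate's cutoff, the mean activation of sample wells plus 3 SD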; further: some results filed as inactive read as strong as hits
CRFR2-BP antag: antagonists of CRF-BP/CRF-R2 complex, primary screen, cell-based, HEK293, calcium dye fluorescence, uHTS; CRF-induced calcium fluorescence; inhibition, % at 11.8 µM; actives 0.59% (n = 350,000);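 active means inhibition of the ligand-induced calcium signal above about 50% at the single tested concentration, limit read from the data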
IDE cell inh: human IDE inhibitors in live cells, primary screen, fluorescence polarization, HEK cells, FAbetaB substrate; Insulin-degrading enzyme (Homo sapiens), P14735; FAbetaB cleavage; inhibition, % at 5.59 µM; actives 0.41% (n = 320,000);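 active means percent inhibition above the average of all tested compounds plus 3 SD, set per screening campaign, cut at about 16% in these data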;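 further: IDE supplied by intact live HEK cells; FP after avidin binding of uncleaved biotin substrate so inhibition keeps polarization high; 0% = DMSO wells and 100% = 60 µM reference IDE inhibitor Ii1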
Target sequence (P14735 whole entry, looked up): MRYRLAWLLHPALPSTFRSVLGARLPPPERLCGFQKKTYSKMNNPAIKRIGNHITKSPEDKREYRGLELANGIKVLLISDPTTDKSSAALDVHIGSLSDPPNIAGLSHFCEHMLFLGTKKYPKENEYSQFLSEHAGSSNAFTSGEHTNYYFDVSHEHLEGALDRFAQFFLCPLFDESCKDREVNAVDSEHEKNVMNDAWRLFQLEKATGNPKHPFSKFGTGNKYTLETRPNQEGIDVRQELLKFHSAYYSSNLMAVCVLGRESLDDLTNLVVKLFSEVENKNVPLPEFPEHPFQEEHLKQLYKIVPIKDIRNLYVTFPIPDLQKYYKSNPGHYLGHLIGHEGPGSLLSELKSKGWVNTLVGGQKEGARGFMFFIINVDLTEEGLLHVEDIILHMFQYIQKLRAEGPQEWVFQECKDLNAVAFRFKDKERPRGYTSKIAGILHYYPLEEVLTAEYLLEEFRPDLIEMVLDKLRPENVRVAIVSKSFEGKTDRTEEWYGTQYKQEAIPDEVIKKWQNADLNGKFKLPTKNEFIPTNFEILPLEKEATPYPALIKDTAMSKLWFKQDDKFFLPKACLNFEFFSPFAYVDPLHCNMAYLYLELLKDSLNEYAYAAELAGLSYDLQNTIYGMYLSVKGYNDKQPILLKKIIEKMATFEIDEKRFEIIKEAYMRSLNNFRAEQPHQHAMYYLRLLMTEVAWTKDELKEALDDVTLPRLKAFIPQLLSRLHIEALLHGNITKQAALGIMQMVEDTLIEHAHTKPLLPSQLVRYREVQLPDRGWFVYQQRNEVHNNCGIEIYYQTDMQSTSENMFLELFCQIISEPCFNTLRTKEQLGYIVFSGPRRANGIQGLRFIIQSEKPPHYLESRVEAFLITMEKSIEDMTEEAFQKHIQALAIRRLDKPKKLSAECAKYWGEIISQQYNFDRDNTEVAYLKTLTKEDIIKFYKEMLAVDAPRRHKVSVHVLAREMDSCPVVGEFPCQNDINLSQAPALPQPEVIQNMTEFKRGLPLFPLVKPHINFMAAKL
IDE act: human IDE activators in live cells, primary screen, fluorescence polarization, HEK cells, FAbeta-B substrate | FAbeta-B cleavage; 0% vehicle, 100% cell-free pure enzyme wells | activation, % at 5.96 µM | actives 0.073% (n = 340,000) | AID 493087, 2011;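 active means activation above the mean of all tested compounds plus 3 SD, set per screening campaign, cut at about 17% in these data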
PHOSPHO1 inh: PubChem AID 1565. Phosphoethanolamine/phosphocholine phosphatase (Homo sapiens), Q8TCT1. actives 1.1% (n = 290,000). recombinant PHOSPHO1, absorbance phosphatase assay. inhibition, % at 13.3 µM; in the data active means inhibition above about 60%
The depositor's hits bear a star; . = no result given; & = joins results of further samples.

Values in the order: MEKK3 PB1 HTS	CRFBP-R2 agonist	GalR3 antag	p-CIP stab down	CHRM4 PAM	CRFR2-BP antag	IDE cell inh	IDE act	PHOSPHO1 inh
CCOc1cc(OCC)cc(C(=O)O)c1
 : 103	-1.2	-1	-12	1	-7	-1	0	-4
CN(C)S(=O)(=O)Oc1cccc(C(=O)Nc2cccc(Cl)c2)c1
 : 111	-0.2	7	-18	-8	-9	2	0	34
Cc1cccc(C)c1NC(=O)Cc1cccs1
 : 103	0.6	-5	3	1	78*	4	3	19
CC(NC(=O)c1cccc(S(=O)(=O)N2CCCCCC2)c1)c1ccccc1 (stereo unspecified)
 : .	-1.4	-3	.	-3	7	3	0	.
CC1CCCCC1NC(=O)COC(=O)c1ccc(S(=O)(=O)NCc2ccco2)cc1 (stereo unspecified)
 : 97	2.1	-5	-7	-4	0	1	1	-3
Cc1cccc(N2CCN(C(=O)CCn3c(=O)[nH]c4ccsc4c3=O)CC2C)c1 (stereo unspecified)
 : 103	-0.2	-10	-4	-14	3	24*	-14	13
CN(C)c1ccc(C(=O)Nc2nc3c(s2)CCCC3)cc1
 : 111	0.1	5	-1	0	-8	-1	4	8
Cc1ccc(C(=O)NCc2nnc(SCC(=O)Nc3sc4c(c3C#N)CCCC4)n2C)cc1
 : 102	-0.8	1	-13	-4	-1	3	1	-10
COc1ccc(-c2ccc3nnc(SCC(=O)Nc4ccc(NC(C)=O)cc4)n3n2)cc1
 : .	2.0	-2	.	7	-8	-1	5	.
CCn1nc(C)c(CNC(=O)C2CCC(=O)N(Cc3cccc(F)c3)C2)c1C (stereo unspecified)
 : 102	-0.4	-1	11	-7	-5	6	2	6

Structures listed above shown as hits in IDE cell inh.
Values in the order: MEKK3 PB1 HTS	CRFBP-R2 agonist	GalR3 antag	p-CIP stab down	CHRM4 PAM	CRFR2-BP antag	IDE cell inh	IDE act	PHOSPHO1 inh
Cc1cccc(N2CCN(C(=O)CCn3c(=O)[nH]c4ccsc4c3=O)CC2C)c1 (stereo unspecified)
 : 103	-0.2	-10	-4	-14	3	24*	-14	13

Copied from the list.
CRFR2-BP antag result of CCOc1cc(OCC)cc(C(=O)O)c1 = -7
p-CIP stab down result of Cc1cccc(C)c1NC(=O)Cc1cccs1 = 3

(list continues)
Values in the order: MEKK3 PB1 HTS	CRFBP-R2 agonist	GalR3 antag	p-CIP stab down	CHRM4 PAM	CRFR2-BP antag	IDE cell inh	IDE act	PHOSPHO1 inh
Brc1ccc(-c2csc(N3CCOCC3)n2)cc1
 : 103	-0.5	-5	5	-7	-7	-5	-7	-24
O=C(NCc1ccco1)Nc1cccs1
 : 112	3.6	-3	-18	1	1	5	-4	-3
COc1cccc(NC(=S)N2CCc3cc(OC)c(OC)cc3C2COc2ccc3c(C)cc(=O)oc3c2)c1 (stereo unspecified)
 : 102	-1.8	2	-10	-12	17	0	6	-19
CCCCC(CC)CNC(=O)CCCCn1c(=O)[nH]c2ccsc2c1=O (stereo unspecified)
 : 99	-0.6	0	11	-3	-1	6	5	16
COc1ccc(-c2cc(CNS(=O)(=O)c3cc(OC)ccc3OC)on2)cc1
 : 107	1.0	-1	8	-1	-13	3	3	9
CC1=C(C(=O)N(C)C)CC(CC(=O)NCCc2ccccn2)C(=O)N1Cc1ccccc1 (stereo unspecified)
 : .	2.1	-2	.	2	8	.	.	.
O=C(N[C@@H](CO)C(=O)NCc1ccccc1)c1ccc(C(F)(F)F)cc1
 : 101	0.0	1	1	21	-7	5	6	10
COc1ccccc1-c1nnc(NC(=O)OCC(C)C)s1
 : 98	1.1	-1	-5	-5	-19	-2	-1	-15
CCCOC(=O)c1ccc(O)c(OC)c1
 : 96	-1.0	-4	-17	10	-3	-3	-6	25
Cc1cn(CC(=O)N[C@H](C)c2cccc3ccccc23)c(=O)[nH]c1=O
 : .	1.0	-5	.	1	-6	.	4	.

Further records
Values in the order: MEKK3 PB1 HTS	CRFBP-R2 agonist	GalR3 antag	p-CIP stab down	CHRM4 PAM	CRFR2-BP antag	IDE cell inh	IDE act	PHOSPHO1 inh
Cc1ccc(Cn2nnnc2CN2CCC(O)(c3cccnc3)CC2)cc1
 : 102	-1.0	-4	-5	-9	17	6	2	1
Cc1ccc(C)c(S(=O)(=O)NCCCN2CCOCC2)c1
 : 98	-1.5	-3	-7	-3	20	7	2	34
Cc1cccc(NC(=S)NCc2ccc3c(c2)OCO3)c1
 : 105	-2.3	-5	4	-4	4	-2	1	-4
Cc1ccc(C(=O)CCNc2ccc(F)c(Cl)c2)o1
 : 102	1.3	-4	-6	-1	-6	0	-3	-8
CCOC(=O)c1csc(-c2csc(CCNC(=O)c3ccccc3)n2)n1
 : .	-3.4	-5	.	-9	26	.	.	.
CCc1cc(=O)oc2c(C)c(OC(C)C(=O)N3CCC[C@@H]3C(=O)O)ccc12 (stereo partly specified)
 : 94	5.2	2	-1	6	-10	4	5	18
O=C1CCc2cc(S(=O)(=O)Nc3ccc(C(F)(F)F)cc3)cc3c2N1CC3
 : .	3.1	-5	.	5	1	6	0	.
c1ccc(CCC2=NCCn3cccc32)cc1
 : 97	-3.2&3.6	1&-3	-3	3&-10	4&3	-4	6&-3	23
CC(C)Nc1nc(SC(C)C(=O)Nc2ccccc2)nc(N(C)C)n1 (stereo unspecified)
 : 97	-1.4	-5	0	-4	13	-5	1	-3
CC(C)C(=O)NNC(=O)c1csc(-c2cccs2)n1
 : 105	-1.2	-2	-2	-8	-10	-8	5	-2

Some of these compounds in order of the MEKK3 PB1 HTS value, ascending.
| Compound | MEKK3 PB1 HTS |
| --- | --- |
| CC1CCCCC1NC(=O)COC(=O)c1ccc(S(=O)(=O)NCc2ccco2)cc1 (stereo unspecified) | 97 |
| COc1ccccc1-c1nnc(NC(=O)OCC(C)C)s1 | 98 |
| Cc1ccc(C(=O)NCc2nnc(SCC(=O)Nc3sc4c(c3C#N)CCCC4)n2C)cc1 | 102 |

Entries of single compounds from above:
`Cc1ccc(C)c(S(=O)(=O)NCCCN2CCOCC2)c1` is listed with MEKK3 PB1 HTS: 98; CRFBP-R2 agonist: -1.5; GalR3 antag: -3; p-CIP stab down: -7; CHRM4 PAM: -3; CRFR2-BP antag: 20; IDE cell inh: 7; IDE act: 2; PHOSPHO1 inh: 34
`Cc1ccc(Cn2nnnc2CN2CCC(O)(c3cccnc3)CC2)cc1` is listed with MEKK3 PB1 HTS: 102; CRFBP-R2 agonist: -1.0; GalR3 antag: -4; p-CIP stab down: -5; CHRM4 PAM: -9; CRFR2-BP antag: 17; IDE cell inh: 6; IDE act: 2; PHOSPHO1 inh: 1

Other compounds.
Values in the order: MEKK3 PB1 HTS	CRFBP-R2 agonist	GalR3 antag	p-CIP stab down	CHRM4 PAM	CRFR2-BP antag	IDE cell inh	IDE act	PHOSPHO1 inh
O=C(Nc1ccc2oc(-c3ccncc3)nc2c1)c1cccs1
 : 108	-0.5	-2	2	-6	8	3	4	34
CC(C)CCN1CCN(C2CCN(c3ccccc3)CC2)CC1CCO (stereo unspecified)
 : 102	-0.5	1	-25	-3	-13	-4	0	34
CC(C)(C)c1ccc(NC(=O)COC(=O)c2ccc(CN3CCCC3=O)cc2)cc1
 : .	-0.5	-1	.	2	8	5	2	.
Cc1cccc(N=C2NC(=O)CS2)c1
 : 94	-0.3	-5	-11	-7	10	3	2	0
Cc1ccc(C(=O)CCC(=O)CCC(=O)O)cc1
 : 101	-0.5	-6	.	14	-1	-7	-7	.
Cc1cnnc2c1-c1nonc1CC2
 : 110	1.1	-3	-11	10	-24	2	0	-14
CCC(=O)c1cn(CC(=O)Nc2ccccc2Cl)c2ccccc12
 : 103	-1.8	-10	3	3	1	0	2	8
COC(=O)c1cc(-c2ccc(F)cc2)n(-c2ccccc2)n1
 : 105	-0.2	-10	0	7	10	4	0	20
Cc1ccc(NC(=O)CCNC(=O)c2ccc(Br)cc2)nc1
 : 101	-1.3	-2	3	2	-10	-1	4	53
CN(CC(=O)Nc1ccccc1Cl)C(=O)CSc1nncn1C
 : .	0.2	-3	.	-3	-7	0	3	.

(list continues)
SMILES | MEKK3 PB1 HTS | CRFBP-R2 agonist | GalR3 antag | p-CIP stab down | CHRM4 PAM | CRFR2-BP antag | IDE cell inh | IDE act | PHOSPHO1 inh
CSc1ccccc1C(=O)N1CCOCC1 | 93 | 2.0 | 2 | -16 | 6 | 0 | -3 | 1 | 6
O=C(Nc1ccc(Cl)cc1)c1cc2nc(-c3ccco3)cc(C(F)(F)F)n2n1 | 97 | 0.3 | -1 | -6 | 11 | -24 | 4 | -1 | 6
N#CC1=C(SCC(N)=O)NC(=O)CC1c1ccccc1Cl (stereo unspecified) | 111 | 4.1 | 1 | 0 | -1 | -8 | -6 | 4 | -7
CN(CC(=O)Nc1ccc(F)cc1)C(=O)CSc1nccn1C | . | -0.2 | 0 | . | 2 | 5 | 3 | 4 | .
CCOc1ccc(C(=O)n2cc(C(=O)OC)c3ccccc32)cc1 | 106 | 5.2 | -8 | 3 | 6 | 13 | -3 | 2 | 22
Cc1ccc(N2CN=c3s/c(=C\c4ccccn4)c(=O)n3C2)cc1 | 101 | -0.6 | -4 | 8 | 4 | 1 | -1 | 1 | -15
O=C(CNc1cccc(S(=O)(=O)N2CCCC2)c1)Nc1cccc(Br)c1 | . | 0.0 | -4 | . | 1 | -10 | 1 | 3 | .
CCOC(=O)c1c(C)nc(C)c(C(=O)OCC)c1-c1cccnc1 | 104 | 0.5 | 2 | 8 | -5 | -11 | 7 | 3 | 30
O=S(=O)(NC1CCCCC1)c1ccc(S(=O)(=O)N2CCN3CCCC3C2)cc1 (stereo unspecified) | 109 | -1.0 | 3 | -17 | -4 | -17 | 1 | 5 | 0
O=C(C[n+]1ccccc1)Nc1ccc(Cl)c([N+](=O)[O-])c1 | 105 | -0.8 | -11 | 10 | -3 | 18 | 1 | -2 | .
O=C(Cc1cccc(NC(=O)C2CCCN(C(=O)CCc3ccccc3)C2)c1)Nc1ccc(C(=O)N2CCOCC2)cc1 (stereo unspecified) | . | -1.1 | 0 | . | -5 | 10 | . | -3 | .
CCOC(=O)C1=C(O)/C(=C\c2sccc2C)N=C1C | 94 | -3.2 | -4 | -18 | 1 | -3 | 0 | 0 | -27
Cc1nc2ccccc2n1C(=O)c1ccccc1[N+](=O)[O-] | 108 | -0.2 | -7 | 8 | -2 | 11 | -1 | 0 | 1

Screening data from PubChem BioAssay.
